# All columns: NCI-60 one-dose screen, growth in % after 48 h at 10 µM unless noted; 100 = growth as untreated, 0 = no growth, -100 = all killed.
# OVCAR-3: OVCAR-3 ovarian cancer. actives 7% (n = 79,000). AID 1794787
# SF-539: SF-539 CNS cancer; AID 1794752; actives 6.8% (n = 81,000)
# OVCAR-8: OVCAR-8 ovarian cancer; AID 1794782; actives 4.4% (n = 81,000)
# SF-295: SF-295 CNS cancer cells | AID 1794758 | actives 5.6% (n = 79,000)
# SF-268: SF-268 CNS cancer cells. actives 3.1% (n = 82,000)
# DU-145: DU-145 prostate cancer; actives 4.2% (n = 81,000); AID 1794760
# U251: U251 CNS tumor cells | actives 5.4% (n = 80,000)
# PC-3: PC-3 prostate cancer cells; actives 3.9% (n = 80,000)
# SNB-19: SNB-19 CNS cancer cells; actives 2.5% (n = 81,000)
# Starred values were filed as active, the others as inactive; x = no result given; & = joins results of further samples. Rule for the calls: active = growth percent below 10; inactive = the rest.
SMILES,OVCAR-3,SF-539,OVCAR-8,SF-295,SF-268,DU-145,U251,PC-3,SNB-19
CN1N=C(c2ccc(Cl)cc2)CC2(CCCC2)C1=O,112,104,102,105,103,108,101,100,98
CC(C)OC(=O)c1ccc2n1CCCc1cnc(Nc3ccccc3)nc1-2,85,86,82,76,94,87,76,76,89
COc1cc(OCc2ccccc2)c(OC)c(OCc2ccccc2)c1,96,102,97,116,93,105,98,81,94
Cc1cc(Br)cc(Br)c1O,113,102,111,109,109,110,109,132,107
CCCCCCOC(=O)N1CCCCC1C (configuration not stated),107,103,100,107,100,109,100,95,106
COc1cc(CNC(=O)C[C@H](C)CCC=C(C)C)ccc1OCc1cn(-c2cccc(Cl)c2)nn1,82,68,49,56,95,83,58,80,79
Cc1cc(N2CCOCC2)nc(N2CCN(CC(=O)Nc3ccc4c(ccn4Cc4ccccc4)c3)CC2)n1,99,79,76,69,93,96,57,66,80
Brc1ccc(Nc2nnc(-c3ccco3)o2)cc1,105,98,89,98,100,103,95,73,95
COc1ccc(-c2cc(-c3ccncc3)[nH]c(=O)c2C#N)cc1,101,95,100,104,99,104,98,96,95
CC(=O)Nc1cc2c(cc1Cl)Cc1cc(Cl)ccc1-2,103,88,88,109,88,106,89,86,x
COc1cc(C(=O)Nc2ccc3c(c2)OCO3)cc2c1OCCO2,111,110,100,102,99,108,99,93,95
O=C1CC2C=CCN2C=C1NC(=O)c1cccs1 (configuration not stated),111,97,106,100,98,103,92,101,109
CCc1ccc(CNc2ccc(N3CCOCC3)c(C(=O)O)c2)cc1,104,100,102,103,96,105,103,106,107
COc1cc(O)c(OC)c(OC)c1OC,112,100,107,103,99,104,104,107,96
[2H]C1NC([2H])C(c2ccc(-n3cc4cccc(C(N)=O)c4n3)cc2)C([2H])C1[2H] (configuration not stated),105,84,79,95,92,103,94,86,90
C[C@]12CC[C@@H]3c4cc(O)c(O)cc4CC[C@H]3[C@@H]1CC[C@@H]2O,11,-1.9*,52,35,47,39,36,59,66
CC1(C)CC(=O)C2=C(C1)N(c1ccc(OC(F)(F)F)cc1)C(N)=C(C#N)C2c1ccc(F)cc1 (configuration not stated),98,101,92,103,94,101,96,80,94
c1ccc2sc(Cc3nn[nH]n3)nc2c1,87,100,104,106,97,99,99,96,105
Nc1ccc(S(=O)(=O)c2ccc(N=Cc3ccccc3)cc2)cc1,109,102,106,100,102,114,93,74,99
COC(=O)C1(CC(C)=O)NC(=S)NC(=O)C1C#N (configuration not stated),122,103,112,97,117,125,109,119,98
O=C1Nc2ccccc2C1(N1CCCCC1)N1CCCCC1,119,101,103,102,98,119,102,98,105
CC(=O)C[N+](C)(C)C,107,96,99,86,102,112,99,98,106
CN(C)CCC(O)c1ccccc1 (configuration not stated),126,100,99,106,92,95,105,105,103
COc1ccc(C2CC(c3cc4ccccc4oc3=O)=NN2c2ccc(S(=O)(=O)NC(=O)NCc3ccccc3)cc2)cc1OC (configuration not stated),82,71,72,62,88,85,68,67,82
NC(=O)NC1CCCCC1,121,97,92,96,106,104,83,110,101
C/C(=N\Nc1ccc([N+](=O)[O-])cc1[N+](=O)[O-])c1ccc(Br)cc1,100,106,97,94,97,103,92,91,98
C#CCOc1cccc(Nc2ncnc3c(NC(=O)CCl)cccc23)c1,-79*,-91*,-0.7*,96,3.9*,59,-69*,2.9*,20
COc1cnc2c(c1)C(=O)c1c-2n(CCCN2CCOCC2)c(=O)c2cc(F)ccc12,-30*,-61*,0.9*,-21*,3.5*,3.8*,-28*,12,15
CC(C)C(C(=O)NCCc1ccc(O)cc1)N1C(=O)/C(=C/c2ccc(Br)cc2)SC1=S (configuration not stated),99,92,94,89,91,108,99,94,102
COc1cc(NC(=O)Nc2cccc(Cn3c(=O)[nH]c4ccc(Oc5ncccn5)cc4c3=O)c2)cc(OC)c1,91,91,90,89,88,101,91,72,85
C1CCN(C2=NCCN2)CC1,102,100,97,104,95,104,93,89,103
Cc1ccc(C2=C(O)C(=O)C(c3ccc(C)cc3)=C(O)C2=O)cc1,104,99,100,61,102,101,74,75,82
COc1ccc(CCNC(=O)[C@H](O)[C@@H](N)Cc2ccccc2)cc1OC,125,102,104,101,111,117,105,105,98
C=CCNCCN1C(=O)c2ccc3c4c(ccc(c24)C1=O)C(=O)N(CCNCC=C)C3=O,-22*,-91*,-24*,-73*,-18*,-88*,-89*,-7.8*,-88*
CCOC(=O)CNc1nc(N)nc(N(C)Cc2ccccc2)c1C=O,122,102,97,118,109,119,104,97,99
CNC(=O)c1cc(Oc2ccc3nc(NC(=O)c4cc(-n5cnc(C)c5)cc(C(F)(F)F)c4)sc3c2)ccn1,x,94,98,100,98,110,107,96,98
Clc1ccc(/C=C/c2cc(/C=C/c3ccc(Cl)cc3Cl)nc3ccccc23)cc1,114,92,102,99,108,117,103,95,99
CC(C)(C)c1ccc(O)c(Br)c1,99,102,103,96,95,105,106,101,96
O=C(O)C(=O)c1cccc([N+](=O)[O-])c1,114,101,97,100,104,108,100,95,96
O=C(O)c1ccccc1/C=N\Nc1ccccn1,117,109,102,x,121,125,104,102,99

# Quoted from the entries so far, 14 compounds:
SMILES,OVCAR-3,SF-539,OVCAR-8,SF-295,SF-268,DU-145,U251,PC-3,SNB-19
O=C1Nc2ccccc2C1(N1CCCCC1)N1CCCCC1,119,101,103,102,98,119,102,98,105
CC(=O)C[N+](C)(C)C,107,96,99,86,102,112,99,98,106
CN(C)CCC(O)c1ccccc1 (configuration not stated),126,100,99,106,92,95,105,105,103
COc1ccc(C2CC(c3cc4ccccc4oc3=O)=NN2c2ccc(S(=O)(=O)NC(=O)NCc3ccccc3)cc2)cc1OC (configuration not stated),82,71,72,62,88,85,68,67,82
NC(=O)NC1CCCCC1,121,97,92,96,106,104,83,110,101
C/C(=N\Nc1ccc([N+](=O)[O-])cc1[N+](=O)[O-])c1ccc(Br)cc1,100,106,97,94,97,103,92,91,98
C#CCOc1cccc(Nc2ncnc3c(NC(=O)CCl)cccc23)c1,-79*,-91*,-0.7*,96,3.9*,59,-69*,2.9*,20
COc1cnc2c(c1)C(=O)c1c-2n(CCCN2CCOCC2)c(=O)c2cc(F)ccc12,-30*,-61*,0.9*,-21*,3.5*,3.8*,-28*,12,15
CC(C)C(C(=O)NCCc1ccc(O)cc1)N1C(=O)/C(=C/c2ccc(Br)cc2)SC1=S (configuration not stated),99,92,94,89,91,108,99,94,102
COc1cc(NC(=O)Nc2cccc(Cn3c(=O)[nH]c4ccc(Oc5ncccn5)cc4c3=O)c2)cc(OC)c1,91,91,90,89,88,101,91,72,85
C1CCN(C2=NCCN2)CC1,102,100,97,104,95,104,93,89,103
Cc1ccc(C2=C(O)C(=O)C(c3ccc(C)cc3)=C(O)C2=O)cc1,104,99,100,61,102,101,74,75,82
COc1ccc(CCNC(=O)[C@H](O)[C@@H](N)Cc2ccccc2)cc1OC,125,102,104,101,111,117,105,105,98
C=CCNCCN1C(=O)c2ccc3c4c(ccc(c24)C1=O)C(=O)N(CCNCC=C)C3=O,-22*,-91*,-24*,-73*,-18*,-88*,-89*,-7.8*,-88*

# (more compounds)
SMILES,OVCAR-3,SF-539,OVCAR-8,SF-295,SF-268,DU-145,U251,PC-3,SNB-19
C/C(=N/NC(=O)/C=C/C=C/c1ccc2c(c1)OCO2)c1ccc(Br)cc1,109,97,102,97,102,113,99,95,106
COc1cc2nc(-c3ccc(-n4cncc4-c4ccc(F)cc4F)cc3)sc2c(OC)c1OC,61,99,64,70,102,95,60,39,79
CC1CN=C(c2ccc(NC(=O)Nc3ccc(C4=NCCN4)cc3)cc2)N1 (configuration not stated),77,75,83,62,90,92,94,86,88
N=c1ncn(C2OC(CO)C(O)C2O)c2nc(Br)[nH]c12 (configuration not stated),115,95,94,114,104,104,x,92,97
CCOC(=O)CSc1nc2sc3c(c2c(=O)n1-c1ccc([N+](=O)[O-])cc1)CCCCC3,52,58,58,59,71,64,53,73,79
Nc1nc(SCc2ccc([N+](=O)[O-])cc2)c2[nH]cnc2n1,109,86,100,123,101,115,94,94,93
NC(=S)n1nc(N)c(N=Nc2ccc(S(=O)(=O)N=C(N)N)cc2)c1N,x,95,102,101,101,104,102,96,95
Cc1ccc(/C=N/NC(=O)C[N+](C)(C)C)cc1,122,104,109,114,106,112,104,99,116
CCOC(=S)SSC(=S)OCC,112,100,103,93,97,102,102,109,92
CNC(=O)c1cc(-c2ccc(NC(=O)Nc3cc(C(F)(F)F)cc(C(F)(F)F)c3)cc2)nc2cccnc12,118,93,99,98,86,74,105,82,89
NS(=O)(=O)c1ccc(NC(=O)Nc2nc3ccccc3s2)cc1,104,95,99,94,93,101,102,96,97
O=C(NCc1ccco1)c1ccccc1I,112,115,103,104,104,96,102,96,121
NNc1ncnc2sc3c(c12)CCN(Cc1ccccc1)C3,13,53,20,45,44,62,51,59,69
NC(=O)NC1(C(=O)O)CCCC1,115,102,106,116,106,118,100,100,113
COc1ccc(/C=N/C2=C(C#N)C(c3cccc(Cl)c3)c3c(ccc4ccccc34)O2)cc1 (configuration not stated),12,7.3*,47,22,46,56,26,24,27
CCN1C(=O)CSC12C(=O)Nc1ccccc12 (configuration not stated),110,96,101,101,101,110,104,94,98
Clc1c(SCc2ccccc2)ncnc1SCc1ccccc1,109,105,108,115,109,111,89,101,101
CC(C)C(NC(=O)c1ccccc1)C(=O)Nc1nc(-c2cccnc2)cs1 (configuration not stated),99,94,105,101,102,106,100,119,101
COc1cc(CNS(=O)(=O)c2ccc(C)cc2)ccc1O,106,100,103,99,89,101,103,96,94
COc1ccc(CCCC(=O)O)cc1,106,x,92,100,99,112,83,93,93
Nc1nc(Nc2ccccc2)c(C=Nc2ccccc2)c(=O)[nH]1,110,86,85,95,94,103,89,87,89
COc1ccc(/C=C/C(=O)c2ccc(NC(=O)CSc3nnc(-c4cc(OC)c(OC)c(OC)c4)n3-c3ccccc3)cc2)cc1,96,97,93,93,83,92,88,73,83
O[C@@H]1Cc2cc(Br)c3ccccc3c2N[C@H](c2cccs2)C1,96,97,80,96,96,89,86,x,80
COc1ccc(OC)c(Nc2n[nH]c(-c3ccccc3)n2)c1,109,96,100,101,101,110,105,99,107
C#CCOc1cc(N(CC)CC)ccc1C(C(=O)NC(C)(C)C)N(C(=O)C1CCc2cc(F)ccc2O1)c1cc(Cl)cc(Cl)c1 (configuration not stated),64,73,69,69,60,75,59,29,69
N#CN=C(N)NC(=O)c1ccccc1,114,106,95,110,113,119,99,79,96
CN(C)c1ccc(/C=C2\Cc3ccccc3C2=O)cc1,99,106,91,98,88,95,x,78,91
C=C(C)[C@H]1CC2=C(C(=O)OC)C=C(O2)[C@@H]2C[C@@]2(C)[C@H]2C=C(C(=O)O2)[C@H](O)C1,112,103,99,95,89,112,103,93,101
CCCCN(CC)C1N=C(C)Nc2c1sc(=S)n2-c1ccc(OC)cc1OC (configuration not stated),105,105,89,92,93,110,84,76,92
COc1cc(-c2nn(-c3ccc(NC(=O)c4cc(C(F)(F)F)cc(C(F)(F)F)c4)cc3)cc2-c2ccncc2)ccc1Cl,46,68,70,21,72,77,53,83,69
C[C@H](c1nc2ncccc2[nH]1)C1CCC2C3CCC4=CC(=O)CC[C@]4(C)C3CC[C@@]21C (some centres not stated),116,85,88,82,104,96,89,70,104
CCOc1ccc(-c2c(N)n[nH]c2C(F)(F)F)cc1OCC,117,101,105,98,114,107,101,105,115
CCOC(=O)CC(C)Cc1ccc2c(c1)OCO2 (configuration not stated),106,96,98,98,98,103,99,96,97
OCc1ccc(Cl)cc1,113,96,96,109,113,116,111,103,93
CCCCCCCNC(=O)CCCNc1ncnc2c1ncn2-c1ccccc1,103,103,88,96,100,112,90,83,98
CC(C)(C)c1ccc2oc(=O)cc(Cn3cc(CSc4nc5ccccc5o4)nn3)c2c1,107,112,107,109,102,109,106,105,100
Clc1ccc2c(NCCCN3CCN(c4nc(N5CCOCC5)nc5ccccc45)CC3)ccnc2c1,-41*,-83*,16,-47*,47,27,-14*,38,22
O=C(Nc1ccc(C2=NCCN2)cc1)c1ccc(C(=O)Nc2ccc(C3=NCCN3)cc2)cc1,95&116,95&93,98&58,106&83,119&78,107&138,111&55,90&73,92
COC(=O)CCCCCN=Cc1c(O)c(O)c(C(C)C)c2cc(C)c(-c3c(C)cc4c(C(C)C)c(O)c(O)c(C=NCCCCCC(=O)OC)c4c3O)c(O)c12,16,24,11,9.3*,26,23,3.9*,14,21
O=C(NCCNc1nccc(-c2c(-c3ccc(F)cc3)nc3sccn23)n1)Nc1ccccc1,102,30,56,91,84,86,71,x,92
Cc1[nH]c(=O)[nH]c(=O)c1Cc1ccccc1,103,101,105,103,105,107,99,104,100
COc1cc(-c2ccccc2)c(-c2nc(-c3ccccc3)c(-c3ccccc3)n2CC(C)C)cc1OC,73,87,72,49,77,85,77,40,76
COc1ccc(NC(=O)Nc2cc(C(C)C)c(O)cc2C)cc1,104,93,109,93,100,106,97,102,93
CCCn1cnc2c(SC(C)C)nc(N)nc21,103,113,107,97,95,104,105,103,96
OCCn1cc(-c2nc3ccc4[nH]ncc4c3c3c2CCCC3)cn1,59,36,45,61,64,36,51,67,59
C/C(=C\CCc1ccoc1)CC/C=C(\C)CCCC1=CC(=O)OC1,59,77,74,55,68,80,74,57,72
C/C(=N\NC(=O)c1ccncc1)c1ccc(O)cc1O,19,38,43,36,50,49,41,47,51
COc1cc(-c2ccc3cc(OC)c(OC)c(OC)c3c2)cc(OC)c1OC,79,79,78,44,77,96,69,49,85

# Screening data deposited in PubChem BioAssay by NCI.
